PGK inhibitor – blocks T. brucei phosphoglycerate kinase. P07378. PGK/GAPDH coupled, Kinase-Glo luminescence, 60 min. Potency, µM (series often up to 57.5 µM), for the others: top-dose activity change, negative = inhibition, hits mostly inhibitors. hit rate 0.043% among 380,000. AID 602233; also: % is scaled to controls: 0 for no effect and ±100 for the full control effect; nearly all actives have a fitted effect of over 60% in size
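Recombinant glycosomal PGK reaction used 1,3-bisphosphoglycerate generated in-well by GAPDH (100nM final) in 100mM TEA pH 7.6, 5mM MgCl2, 0.01% Tween-20. After 60 minutes at room temperature, ATP was read by Kinase-Glo Plus luminescence end-point.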
JMJD2A Tudor inh – blocks the human JMJD2A Tudor domain | O75164 | AlphaScreen JMJD2A-Tudor / H3K4me3 peptide binding | Potency, µM (highest dose often 114 µM), inactives show at the top dose activity change, negative = inhibition, actives largely listed as inhibitors | hit rate 4.4% among 390,000 | AID 504339; also: % is scaled to controls: 0 for no effect and ±100 for the full control effect; nearly all actives have a fitted effect of over 50% in size
GLS inhibitor – blocks human kidney-isoform glutaminase activity; hit rate 0.21% among 410,000; O94925; GLS enzymatic activity, qHTS titration; Potency, µM (highest dose often 45.5 µM), inactives show at the highest dose activity change, negative = inhibition, actives largely listed as inhibitors; also: % is scaled to controls: 0 for no effect and ±100 for the full control effect
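hKGA in 45 mM KH2PO4 pH 8.2, 0.02% Tween-20 with pin-transferred compounds; 1 mM L-glutamine (stock) plus glutamate oxidase/HRP/Amplex Red coupling added. Fluorescence read initially and after 30 min at RT.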
BLM helicase inh – blocks DNA unwinding by human BLM helicase; hit rate 0.2% among 350,000; AID 2528; recombinant BLM DNA unwinding, fluorescence dequenching; P54132; Potency, µM (titrated, usually from 56.1 µM), inactives show top-dose activity change, negative = inhibition, most hits filed as inhibitors;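 also: plate controls were vehicle for no effect and no enzyme for full effect; nearly all actives have a fitted effect of over 35% in size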
Pin1 inhibitor – inhibitors of human Pin1. Potency, µM (series often up to 115 µM), for the others: at the top dose activity, negative = inhibition, actives largely listed as inhibitors. hit rate 0.009% among 390,000. Q13526. Pin1 FP peptide displacement, HiFluor488, 10 min; active = well fitted inhibition curve with a large enough effect in the polarisation, with a control signal flat, not every such curve was filed as active; inconclusive = small, poorly fitted or top-dose-only effect, or effect the other way, or a change in a side signal; inactive = no such curve, though single readings can be large or run the other way; the % refers to the polarisation; also: % is scaled to controls: 0 for no effect and ±100 for the full control effect
Target sequence (Q13526 whole entry, looked up): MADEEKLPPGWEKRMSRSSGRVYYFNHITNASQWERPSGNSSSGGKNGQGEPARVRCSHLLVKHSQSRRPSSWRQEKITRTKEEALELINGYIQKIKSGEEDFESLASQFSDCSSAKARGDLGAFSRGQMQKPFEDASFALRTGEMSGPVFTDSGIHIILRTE
POLI inh – blocks human DNA polymerase iota activity | Pol iota fluorescent replication assay, 10 min | Q9UNA4 | Potency, µM (series often up to 115 µM), inactives show at the top dose activity, negative = inhibition, usual class: inhibitors | hit rate 1% among 390,000
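Pol iota at 10 nM preincubated 15 min with compounds at room temperature; reaction started with fluorescent substrate, 50 nM final. Fluorescence read kinetically at 0 and 10 min; buffer-only wells as negative control.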
BAZ2B block – BAZ2B (human) inhibition | hit rate 4.4% among 360,000 | AID 504333 | Q9UIF8 | AlphaScreen BAZ2B-H3K14Ac peptide displacement | Potency, µM (titrated, usually from 114 µM), for the others: at the highest dose activity change, negative = inhibition, most hits filed as inhibitors; also: % is scaled to controls: 0 for no effect and ±100 for the full control effect; nearly all actives have a fitted effect of over 60% in size
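AlphaScreen displacement of biotin-H3(5-23)K14Ac peptide (50 nM final) from BAZ2B (50 nM final) in PBS pH 7.4, 0.01% Tween-20; complex preformed 30 min RT, then compounds (top 110 uM) 30 min RT, beads 20 min dark.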
G9a inh – G9a (human) methyltransferase inhibition; Q96KQ7; G9a H3K9 monomethylation, AlphaScreen, 2 h; Potency, µM (highest dose often 102 µM), without a hit: top-dose activity, negative = inhibition, most hits filed as inhibitors; hit rate 8.8% among 350,000; also: % is scaled to controls: 0 for no effect and ±100 for the full control effect; nearly all actives have a fitted effect of over 75% in size
Target sequence (Q96KQ7 913-1193 limits assumed): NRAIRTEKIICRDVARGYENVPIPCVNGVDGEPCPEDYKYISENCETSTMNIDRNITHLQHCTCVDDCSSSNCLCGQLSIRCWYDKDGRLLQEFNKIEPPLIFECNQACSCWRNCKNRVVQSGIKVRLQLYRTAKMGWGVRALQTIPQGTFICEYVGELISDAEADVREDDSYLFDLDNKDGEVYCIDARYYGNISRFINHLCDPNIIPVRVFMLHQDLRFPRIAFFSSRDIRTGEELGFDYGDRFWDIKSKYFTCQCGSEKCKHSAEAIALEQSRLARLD
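Readings reflect AlphaScreen signal from monomethyl-H3K9 antibody detection. HMT at 20 nM; substrate b-H3K9 500 nM; cofactor SAM 20 uM; 2 h RT reaction; compounds tested as titrations in qHTS with 15 min preincubation.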
HP1b chromo inh – inhibitors of HP1-beta chromodomain binding to methylated histone tails; P83916; AlphaScreen HP1-beta / biotin-H3K9me3 peptide binding; Potency, µM (highest dose often 114 µM), for inactives: at the top dose activity change, negative = inhibition, most hits filed as inhibitors; hit rate 0.56% among 390,000; AID 540317; also: nearly all actives have a fitted effect of over 70% in size; inactives centre near 23
Target sequence (P83916 whole entry, looked up): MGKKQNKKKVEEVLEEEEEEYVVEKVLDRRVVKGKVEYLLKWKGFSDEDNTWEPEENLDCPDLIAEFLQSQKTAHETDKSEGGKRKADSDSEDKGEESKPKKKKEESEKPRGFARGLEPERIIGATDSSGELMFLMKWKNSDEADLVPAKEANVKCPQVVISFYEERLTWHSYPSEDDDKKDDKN
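HP1-beta protein (50 nM final) preincubated 30 min at room temperature with biotinylated H3(1-18)K9me3 peptide (50 nM) in PBS pH 7.4, 0.01% Tween-20, then compound added for 30 min. AlphaScreen streptavidin donor/nickel chelate acceptor beads (10 ug/mL final), 30 min dark, luminescence read.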
* hit, by the source's call; [ ] = another dose, or the depositor's remark. Unless noted, calls follow the shape of the dose curve; as a rule, active = well fitted curve in the direction sought with a large enough effect; inconclusive = small, poorly fitted or top-dose-only effect, or another doubt; inactive = no such curve, though single readings can be large; an effect the other way counts as inactive or inconclusive. Potency is read from the fitted curve at half-maximal effect. Only part of the results is shown. The share of hits here may be higher or lower than overall.

What do the screens show for `Cc1cccc(N2CC(C(=O)OCc3ccc([N+](=O)[O-])cc3)CC2=O)c1` (centres undefined)?
PGK inhibitor: 0%; JMJD2A Tudor inh: -30%; GLS inhibitor: 3%; BLM helicase inh: -4%; Pin1 inhibitor: -10%; POLI inh: 78%[activator]; BAZ2B block: -27%; G9a inh: 36%[activator][12.7 µM]; HP1b chromo inh: 14%

How did COc1nnc(-c2ccc(C)c(S(=O)(=O)N(C)C)c2)c2ccccc12 do in these assays?
PGK inhibitor: -15%; JMJD2A Tudor inh: -14%; GLS inhibitor: 4%; BLM helicase inh: 2%; Pin1 inhibitor: -16%; POLI inh: 36%[activator]; BAZ2B block: -4%; HP1b chromo inh: 23%

How did COc1ccc(C(CNC(=O)Cn2c(=O)oc3ccccc32)N(C)C)cc1 (centres undefined) do in these assays?
PGK inhibitor: -1%; JMJD2A Tudor inh: -6%; GLS inhibitor: 21%; BLM helicase inh: -5%; Pin1 inhibitor: 0%; POLI inh: 17%; BAZ2B block: -29%; G9a inh: 8.9µM*; HP1b chromo inh: 35%

What do the screens show for `O=C1NC(c2ccccc2)=C(c2nc3ccccc3s2)C(c2ccccc2)N1` (centres undefined)?
PGK inhibitor: inactive; JMJD2A Tudor inh: inconclusive; GLS inhibitor: -4%; BLM helicase inh: 0%; Pin1 inhibitor: -4%; POLI inh: inconclusive; BAZ2B block: -34%; G9a inh: -3%[12.7 µM]; HP1b chromo inh: -16%

Results for CCCOC(=O)c1ccc(NC(=O)CSC2=Nc3ccccc3C3CC=NN23)cc1 (centres undefined) ?
PGK inhibitor: -7%; JMJD2A Tudor inh: -14%; GLS inhibitor: -20%; BLM helicase inh: -3%; Pin1 inhibitor: 3%; POLI inh: -8%; BAZ2B block: -2%; G9a inh: 16%; HP1b chromo inh: 40%

Results for COCCn1c(SCC(=O)N2CCOCC2)nnc1-c1ccncc1 ?
PGK inhibitor: -3%; JMJD2A Tudor inh: -12%; GLS inhibitor: -1%; BLM helicase inh: 0%; Pin1 inhibitor: -8%; POLI inh: 31%[activator]; BAZ2B block: 10%; G9a inh: 41%; HP1b chromo inh: -15%

How did CC(=O)Nc1cccc(NC(=O)CCc2ccccc2)c1 do in these assays?
PGK inhibitor: inactive; JMJD2A Tudor inh: -9%; GLS inhibitor: 10%; BLM helicase inh: -2%; Pin1 inhibitor: 0%; POLI inh: -10%; BAZ2B block: -31%; G9a inh: inconclusive; HP1b chromo inh: 5%

Results for CC(=O)Nc1c(N)c2ccccc2oc1=O ?
PGK inhibitor: inactive; JMJD2A Tudor inh: -8%[11.4 µM]; GLS inhibitor: 10%; BLM helicase inh: -4%; Pin1 inhibitor: 5%; POLI inh: 64%[activator]; BAZ2B block: -2%; G9a inh: 31%; HP1b chromo inh: -6%

How did CC1C2C(C)N(C)C(=O)N(C)C2N(C)C(=O)N1C (centres undefined) do in these assays?
PGK inhibitor: 7%; JMJD2A Tudor inh: -2%; GLS inhibitor: 6%; BLM helicase inh: 3%; Pin1 inhibitor: inconclusive; POLI inh: 11%; BAZ2B block: 3%; G9a inh: -17%[12.7 µM]; HP1b chromo inh: 10%

Results for CN1CCN(Cc2nc3ccccc3n2C)CC1CCO (centres undefined) ?
PGK inhibitor: inactive; JMJD2A Tudor inh: -18%; GLS inhibitor: -6%; BLM helicase inh: -1%; Pin1 inhibitor: 2%; POLI inh: 21%; BAZ2B block: -20%; G9a inh: 2%; HP1b chromo inh: 50%[activator]

Results for Cc1ccc(Cl)cc1N1CCN(C(=O)Cc2cn(C)c3ccccc23)CC1 ?
PGK inhibitor: inactive; JMJD2A Tudor inh: inconclusive; GLS inhibitor: -1%; BLM helicase inh: -12%; Pin1 inhibitor: 4%; POLI inh: -7%; BAZ2B block: inconclusive; G9a inh: 13µM*; HP1b chromo inh: inconclusive

How did CCCC(C)C(=O)Nc1cc([N+](=O)[O-])ccc1F (centres undefined) do in these assays?
PGK inhibitor: -5%; JMJD2A Tudor inh: -19%[57.1 µM]; GLS inhibitor: 7%; BLM helicase inh: 2%; Pin1 inhibitor: 0%; POLI inh: 5%; BAZ2B block: 10%; G9a inh: 13%[59 µM]; HP1b chromo inh: 40%[activator]

How did CN(C)c1ccc(-c2nc3ccc(Cl)cn3c2Nc2ccc3c(c2)OCCO3)cc1 do in these assays?
PGK inhibitor: inactive; JMJD2A Tudor inh: inconclusive; GLS inhibitor: 1%; BLM helicase inh: -3%; Pin1 inhibitor: 2%; POLI inh: 27%; G9a inh: inconclusive; HP1b chromo inh: inconclusive

What do the screens show for `CC1=NN(C(=O)c2ccc(Cn3nc(C)c(Br)c3C)cc2)C(O)(C(F)(F)F)C1` (centres undefined)?
PGK inhibitor: 3%; JMJD2A Tudor inh: -5%; GLS inhibitor: 3%; BLM helicase inh: -5%; Pin1 inhibitor: 6%; POLI inh: 0%; BAZ2B block: -7%; G9a inh: 12%[59 µM]; HP1b chromo inh: 15%

How did C#CCOCCOCCOCCNc1nc(N2CCN(C(=O)[C@H]([C@@H](C)CC)n3cc([C@@H](N)CC(C)C)nn3)CC2)nc(N2CCN(C(=O)[C@H](Cc3ccc(O)cc3)n3cc([C@@H](N)CC(C)C)nn3)CC2)n1 do in these assays?
PGK inhibitor: 2%; JMJD2A Tudor inh: inconclusive; GLS inhibitor: 12%; BLM helicase inh: 3%; Pin1 inhibitor: 5%; POLI inh: -5%; BAZ2B block: 50µM*; G9a inh: inconclusive; HP1b chromo inh: 18%

Results for CCC1(C2=CCCCC2)C(=O)NC(=S)N=C1N (centres undefined) ?
PGK inhibitor: 0%; JMJD2A Tudor inh: -3%; GLS inhibitor: -5%; Pin1 inhibitor: -1%; POLI inh: 32%[activator]; HP1b chromo inh: 32%

What do the screens show for `CCNc1ccc(N=Nc2c(C)n(C)n(-c3ccccc3)c2=O)cc1`?
PGK inhibitor: 4%; JMJD2A Tudor inh: -27%; GLS inhibitor: inconclusive; BLM helicase inh: -7%; Pin1 inhibitor: 80%[activator]; POLI inh: 28%; BAZ2B block: 32µM*; G9a inh: inconclusive; HP1b chromo inh: 6%

Results for COc1cccc(CSc2ccc(S(=O)(=O)N3CCOCC3)cc2C(=O)NCC2CCCO2)c1OC (centres undefined) ?
PGK inhibitor: 0%; JMJD2A Tudor inh: -7%; GLS inhibitor: 0%; BLM helicase inh: -2%; Pin1 inhibitor: -1%; POLI inh: 85%[activator]; BAZ2B block: 10%; G9a inh: 40µM*; HP1b chromo inh: -8%

Results for Cn1nc(C(F)(F)F)c(/C=N/OC(=O)c2ccccc2)c1Sc1ccc(Cl)cc1 ?
PGK inhibitor: inactive; JMJD2A Tudor inh: 8%; GLS inhibitor: -1%; BLM helicase inh: -11%; Pin1 inhibitor: 16%; POLI inh: 1%; BAZ2B block: 1%; G9a inh: 8%[59 µM]; HP1b chromo inh: 52%[activator]

Results for O=C(c1cccc(S(=O)(=O)Nc2cccc(C(F)(F)F)c2)c1)N1CCOCC1 ?
PGK inhibitor: -1%; JMJD2A Tudor inh: 2%; GLS inhibitor: 1%; BLM helicase inh: -1%; Pin1 inhibitor: -2%; POLI inh: 15%; BAZ2B block: 0%; G9a inh: 3%; HP1b chromo inh: 12%

How did O=C(CSC1=Nc2ccccc2N=C(c2ccc(F)cc2)C1)Nc1cccc(C(F)(F)F)c1 do in these assays?
PGK inhibitor: -2%; JMJD2A Tudor inh: -23%; GLS inhibitor: 9%; BLM helicase inh: -11%; Pin1 inhibitor: 2%; POLI inh: -1%; BAZ2B block: -15%; G9a inh: 3%[59 µM]; HP1b chromo inh: 7%[57 µM]

Results for N#Cc1cc2c(nc1SCc1cccc(Cl)c1)CCCCC2 ?
PGK inhibitor: -6%; JMJD2A Tudor inh: 65%[activator]; GLS inhibitor: 2%; BLM helicase inh: -3%; Pin1 inhibitor: 0%; POLI inh: 14%; BAZ2B block: 19%[57.1 µM]; G9a inh: 167%[activator]; HP1b chromo inh: 142%

What do the screens show for `CCC(C)(C)n1nnnc1C(c1cccs1)N1CCCCC1` (centres undefined)?
PGK inhibitor: inactive; JMJD2A Tudor inh: 1%; GLS inhibitor: -8%; BLM helicase inh: -4%; Pin1 inhibitor: -3%; POLI inh: 16%; BAZ2B block: -11%; G9a inh: 22%; HP1b chromo inh: 58%[activator]

Results for O=C(Nc1cc(C(F)(F)F)ccc1Cl)c1cccc(N2C(=O)CCC2=O)c1 ?
PGK inhibitor: -1%; JMJD2A Tudor inh: -4%; GLS inhibitor: 1%; BLM helicase inh: -7%; Pin1 inhibitor: -15%; POLI inh: 18%; BAZ2B block: 2%; G9a inh: 0%[12.7 µM]; HP1b chromo inh: 20%

How did CC1CCc2sc(C(=O)Nc3nnc(SCc4ccc(F)cc4)s3)cc2C1 (centres undefined) do in these assays?
PGK inhibitor: 8%; JMJD2A Tudor inh: -6%; GLS inhibitor: 18%; BLM helicase inh: -7%; Pin1 inhibitor: 62%[activator]; POLI inh: 7%; BAZ2B block: -2%; G9a inh: -2%; HP1b chromo inh: 56%[activator]

What do the screens show for `Cc1ccc2c(c1)-c1c(cnn1CC(=O)Nc1ccccc1C#N)CO2`?
PGK inhibitor: -9%; JMJD2A Tudor inh: -10%; GLS inhibitor: 1%; BLM helicase inh: -7%; Pin1 inhibitor: 4%; POLI inh: inconclusive; BAZ2B block: 0%; G9a inh: 19%[59 µM]; HP1b chromo inh: 35%

Results for CN(C)c1ccc(C(CNC(=O)c2c(F)cccc2Cl)N2CCOCC2)cc1 (centres undefined) ?
PGK inhibitor: -2%; JMJD2A Tudor inh: -18%; GLS inhibitor: 25%; BLM helicase inh: 2%; Pin1 inhibitor: -4%; POLI inh: 17%; BAZ2B block: -19%; G9a inh: -38%[59 µM]; HP1b chromo inh: 4%

Screening data as filed in PubChem BioAssay.
